Pol eta inh: inhibitors of human DNA polymerase eta; Q9Y253; recombinant Pol eta, fluorescent DNA replication assay; AID 588591; Potency, µM (doses to about 114 µM), for inactives: at the highest dose activity change, negative = inhibition, actives largely listed as inhibitors; actives 1.2% (n = 390,000); also: % is scaled to controls: 0 for no effect and ±100 for the full control effect
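Fluorescent replication assay: 50 nM final substrate added after a 15 min room-temperature compound preincubation with 10 nM enzyme. Signal taken at 0 min and again at 10 min.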
BAZ2B inh: inhibitors of human BAZ2B bromodomain; AlphaScreen BAZ2B-H3K14Ac peptide displacement; Potency, µM (titrated, usually from 114 µM), for the others: top-dose activity change, negative = inhibition, actives largely listed as inhibitors; actives 4.4% (n = 360,000); Q9UIF8; also: % is scaled to controls: 0 for no effect and ±100 for the full control effect; nearly all actives have a fitted effect of over 60% in size
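BAZ2B 50 nM plus b-H3(5-23)K14Ac 50 nM, PBS pH 7.4/0.01% Tween-20, 30 min RT; compound added (max 110 uM), 30 min RT; streptavidin donor/Ni-chelate acceptor beads 10 ug/mL final, 20 min dark; AlphaScreen read.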
POLI inh: DNA polymerase iota (human) inhibition | Q9UNA4 | Pol iota fluorescent replication assay, 10 min | Potency, µM (series often up to 115 µM), for inactives: at the highest dose activity, negative = inhibition, hits mostly inhibitors | actives 1% (n = 390,000) | AID 588590
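Fluorescent replication assay read twice, at 0 min and 10 min after adding 50 nM (final) substrate. Enzyme (10 nM) and compounds were first incubated 15 min at room temperature; enzyme-free buffer wells were negative controls.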
BLM inh: blocks DNA unwinding by human BLM helicase; Potency, µM (titrated, usually from 56.1 µM), for the others: at the highest dose activity change, negative = inhibition, most hits filed as inhibitors; actives 0.2% (n = 350,000); recombinant BLM DNA unwinding, fluorescence dequenching; P54132;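 also: plate controls were vehicle for no effect and no enzyme for full effect; nearly all actives have a fitted effect of over 35% in size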
Apoferritin bind: candidate novel general anesthetic via apoferritin binding. P02791. actives 0.074% (n = 350,000). Potency, µM (doses to about 77.5 µM), inactives show at the highest dose activity change, negative = displacement, most hits filed as inhibitors. apoferritin/1-aminoanthracene competitive binding, fluorescence; also: % is scaled to controls: 0 for no effect and ±100 for the full control effect; nearly all actives have a fitted effect of over 20% in size
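Concentration-response curves derived by four-parameter Hill fitting of normalized fluorescence, where compounds displaced 1-AMA from 10 uM horse apoferritin following a brief 10 min room-temperature incubation; propofol titration acted as positive control.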
APEX1 inh: APE1 (human) endonuclease inhibition; actives 0.35% (n = 350,000); recombinant APE1, TAMRA/BHQ-2 abasic DNA cleavage fluorescence; P27695; Potency, µM (titrated, usually from 65.8 µM), for inactives: at the highest dose activity change, negative = inhibition, usual class: inhibitors; AID 2517;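 also: plate controls were vehicle for no effect and reference inhibitor for full effect; nearly all actives have a fitted effect of over 55% in size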
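0.75 nM APE1 + cpd, 15 min RT; start w/ 50 nM TAMRA/BHQ-2 THF-abasic dsDNA; kinetic fluor 525/598 nm ×3 reads @60 s; Δ(read3−read1); normalized to DMSO and NSC13755 control wells.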
G9a inh: blocks human histone lysine methyltransferase G9a. Potency, µM (highest dose often 102 µM), for the others: top-dose activity, negative = inhibition, usual class: inhibitors. actives 8.8% (n = 350,000). AID 504332. G9a H3K9 monomethylation, AlphaScreen, 2 h; also: % is scaled to controls: 0 for no effect and ±100 for the full control effect; nearly all actives have a fitted effect of over 75% in size
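Signal arises when biotinylated H3K9 peptide, once monomethylated, bridges streptavidin donor and antibody-captured acceptor beads. Enzyme at 20 nM was preincubated 15 min with test compounds; peptide 500 nM and SAM 20 uM then reacted for 2 h.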
Pol kappa inh: blocks human DNA polymerase kappa activity; purified Pol kappa, fluorescent DNA synthesis assay, 10 min; Potency, µM (highest dose often 107 µM), for inactives: at the highest dose activity, negative = inhibition, most hits filed as inhibitors; actives 0.53% (n = 400,000); also: % is scaled to controls: 0 for no effect and ±100 for the full control effect
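Here, compound and 10 nM enzyme are combined for 15 min at room temperature; adding 50 nM substrate (final) starts DNA synthesis, tracked by fluorescence at 0 and 10 min against buffer-only wells.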
POLB inh: DNA polymerase beta (human) inhibition. Pol beta primer extension/strand displacement, fluorescence kinetic. Potency, µM (top dose mostly 114 µM), for inactives: at the top dose activity change, negative = inhibition, usual class: inhibitors. AID 485314. actives 1.3% (n = 340,000); also: % is scaled to controls: 0 for no effect and ±100 for the full control effect
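Kinetic readout of DNA synthesis with strand displacement by Pol beta. Compound and 10 nM enzyme sit 15 min at room temperature; 50 nM substrate starts the reaction, read immediately and at 10 min.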
Starred values were filed as active, the others as inactive; [ ] = another dose, or the depositor's remark. Calls follow the shape of the dose curve; as a rule, active = well fitted curve in the direction sought with a large enough effect; inconclusive = small, poorly fitted or top-dose-only effect, or another doubt; inactive = no such curve, though single readings can be large; an effect the other way counts as inactive or inconclusive. Potency is read from the fitted curve at half-maximal effect.

How did O=C(C1CC1)N1CCN(C(c2ccccc2)c2ccccc2)CC1 do in these assays?
Pol eta inh: 1%; BAZ2B inh: 8%; POLI inh: 6%; BLM inh: -10%; Apoferritin bind: -18%; APEX1 inh: 2%; G9a inh: -24%[59 µM]; Pol kappa inh: -3%; POLB inh: -2%

Results for Cc1cc(C)cc(NC(=S)N2C3CCCC2CC(NC(=O)C2CC2)C3)c1 (configuration not stated) ?
Pol eta inh: -2%; BAZ2B inh: -12%; POLI inh: 112%[activator]; BLM inh: -4%; Apoferritin bind: -11%; APEX1 inh: -2%; G9a inh: 11%; Pol kappa inh: 2%; POLB inh: 37%

What do the screens show for `COc1cccc(N2CCN(C(=O)CCS(=O)(=O)c3ccc4c(c3)CC(=O)N4C)CC2)c1`?
Pol eta inh: -4%; BAZ2B inh: -8%; POLI inh: -19%; BLM inh: -4%; Apoferritin bind: -12%; G9a inh: 5%[59 µM]; Pol kappa inh: 21%; POLB inh: 25%

What do the screens show for `Cc1nn(Cc2ccccc2)c(C)c1C(=O)NCCN1C(=O)S/C(=C\c2ccc(F)cc2)C1=O`?
Pol eta inh: -17%; BAZ2B inh: 16%; POLI inh: 16%; BLM inh: -11%; Apoferritin bind: 3%; APEX1 inh: 6%; G9a inh: 7%[59 µM]; Pol kappa inh: -4%; POLB inh: 6%

Results for COc1ccc(NC(=O)CN(C)C(=O)c2cc(-c3ccc(Cl)cc3)nc3ccccc23)cc1 ?
Pol eta inh: -25%; BAZ2B inh: -22%; POLI inh: 9%; APEX1 inh: 22%; G9a inh: inconclusive; Pol kappa inh: -10%

What do the screens show for `Cc1cc(NC(=O)COc2nnc(-c3ccccc3)c3ccccc23)no1`?
Pol eta inh: 7%; BAZ2B inh: -2%; POLI inh: 8%; BLM inh: -1%; Apoferritin bind: -17%; APEX1 inh: -1%; G9a inh: 5%[12.7 µM]; Pol kappa inh: -1%; POLB inh: 0%

How did CCn1c(O)c(N=NC(=O)CNC(=O)/C=C/c2ccco2)c2ccccc21 do in these assays?
Pol eta inh: -7%; BAZ2B inh: -5%; POLI inh: 30%[activator]; BLM inh: -11%; Apoferritin bind: 0%; APEX1 inh: -3%; G9a inh: 56µM*; Pol kappa inh: -10%; POLB inh: -13%

How did Cc1cc(Cl)c(S(=O)(=O)N2CCCC2)cc1OCC(N)=O do in these assays?
Pol eta inh: 5%; BAZ2B inh: 6%; POLI inh: 83%[activator]; BLM inh: 1%; Apoferritin bind: -12%; APEX1 inh: inconclusive; G9a inh: inconclusive; Pol kappa inh: -6%; POLB inh: -27%

How did O=C(O)c1ccc(N(c2ccccc2)c2ccccc2)cc1 do in these assays?
Pol eta inh: -10%; BAZ2B inh: 5%; POLI inh: 0%; BLM inh: 1%; Apoferritin bind: -3%; APEX1 inh: 4%; G9a inh: -14%[59 µM]; Pol kappa inh: -5%; POLB inh: -25%

What do the screens show for `COc1cc(=O)[nH]c(SC(C)C(=O)Nc2ccc3ccccc3c2)n1` (configuration not stated)?
Pol eta inh: -18%; BAZ2B inh: -19%; POLI inh: 27%; BLM inh: -5%; Apoferritin bind: 7%; APEX1 inh: 40%[activator]; G9a inh: -6%; Pol kappa inh: -2%; POLB inh: -28%

How did CCc1ccccc1NC(=O)c1sc2nc(C)cc(COC)c2c1N do in these assays?
Pol eta inh: -23%; BAZ2B inh: 53%[activator]; POLI inh: -4%; BLM inh: -4%; Apoferritin bind: -3%; G9a inh: 21%[59 µM]; Pol kappa inh: -2%[60.1 µM]; POLB inh: 3%

Results for Cc1noc(C)c1COc1ccc(C(=O)N2CCN(c3ccccc3O)CC2)cc1 ?
Pol eta inh: -7%; BAZ2B inh: -34%; POLI inh: 20%; APEX1 inh: 24%; G9a inh: 13%[12.7 µM]; Pol kappa inh: 9%

What do the screens show for `Fc1ccc(-c2csc(/C=C/c3ccc4c(c3)OCO4)n2)cc1`?
Pol eta inh: -8%; BAZ2B inh: 10%; POLI inh: 29%; BLM inh: -2%; Apoferritin bind: -2%; APEX1 inh: 1%; G9a inh: 39%[activator][59 µM]; Pol kappa inh: 9%; POLB inh: 0%

How did COc1ccc2c(c1OC)C(=O)N(c1ccc(C)c(C)c1)C2=O do in these assays?
Pol eta inh: -3%; BAZ2B inh: 4%; POLI inh: inconclusive; BLM inh: 6%; Apoferritin bind: 5%; APEX1 inh: -4%; G9a inh: -6%[59 µM]; Pol kappa inh: -10%; POLB inh: 1%

What do the screens show for `COc1ccc(C2C=C3CNS(=O)(=O)C3CC2OC(=O)c2cccc(C)c2)cc1` (configuration not stated)?
POLI inh: 3%; BLM inh: -13%; Apoferritin bind: -9%; APEX1 inh: -9%; Pol kappa inh: -6%

What do the screens show for `O=C(O)c1cc(-c2ccc3ccccc3n2)nc2ccccc12`?
Pol eta inh: -21%; BAZ2B inh: 2%; POLI inh: 68%[activator]; BLM inh: -3%; Apoferritin bind: -7%; APEX1 inh: 13%; G9a inh: -26%; Pol kappa inh: -1%; POLB inh: -15%

Results for CN(Cc1cccs1)C(=O)/C=C/c1ccccc1[N+](=O)[O-] ?
Pol eta inh: -21%; BAZ2B inh: -4%; POLI inh: 73%[activator]; BLM inh: 0%; Apoferritin bind: inconclusive; APEX1 inh: -3%; G9a inh: -8%; Pol kappa inh: 1%; POLB inh: -9%

Results for CCN(CC)c1ccc(C2C(C(N)=O)=C(C)Nc3nc(SCc4ccccc4Cl)nn32)cc1 (configuration not stated) ?
Pol eta inh: 3%; BAZ2B inh: 0%; POLI inh: -1%; BLM inh: -4%; Apoferritin bind: 7%; G9a inh: 10%[59 µM]; Pol kappa inh: -17%; POLB inh: 3%

Results for CCOP(=O)(c1ccccc1)c1nc(-c2ccccc2Cl)oc1N1CCCCC1 (configuration not stated) ?
Pol eta inh: -19%; BAZ2B inh: inconclusive; POLI inh: 12%; BLM inh: -3%; Apoferritin bind: -2%; APEX1 inh: 3%; G9a inh: inconclusive; Pol kappa inh: -23%; POLB inh: -23%

Results for CCc1noc(C)c1C(=O)N1CCCC(C(=O)c2ccc(OC)c(F)c2)C1 (configuration not stated) ?
Pol eta inh: -8%; BAZ2B inh: 25%; POLI inh: 17%; BLM inh: 4%; Apoferritin bind: -8%; APEX1 inh: 16%; G9a inh: 11%; Pol kappa inh: -11%; POLB inh: 20%

What do the screens show for `CCn1c(SCc2ccc(Cl)cc2)nnc1-c1ccccc1`?
Pol eta inh: -8%; BAZ2B inh: 2%; POLI inh: inconclusive; BLM inh: 2%; Apoferritin bind: -14%; APEX1 inh: -6%; G9a inh: 20%[59 µM]; Pol kappa inh: -3%; POLB inh: 1%

What do the screens show for `O=C(COC(=O)/C=C/c1cccc(Br)c1)NC1CCCC1`?
Pol eta inh: -16%; POLI inh: 34%[activator]; APEX1 inh: -14%; Pol kappa inh: 3%

What do the screens show for `CC[C@@]1(C(=O)OC)N[C@H](CN(C)C(=O)C2CCCCC2)[C@@H]2C(=O)N(C)C(=O)[C@@H]21`?
Pol eta inh: -9%; POLI inh: -6%; APEX1 inh: -9%; Pol kappa inh: 16%

What do the screens show for `CCOC(=O)c1cccc(NC(=O)NCCc2c(C)nn(C)c2C)c1`?
Pol eta inh: -19%; BAZ2B inh: -3%; POLI inh: 33%[activator]; BLM inh: 1%; Apoferritin bind: 35%[activator]; G9a inh: 1%[12.7 µM]; Pol kappa inh: -7%[60.1 µM]; POLB inh: 13%

What do the screens show for `Cc1nn(Cc2ccccc2Cl)c(C)c1C(=O)NC1=NCCS1`?
Pol eta inh: -5%; POLI inh: 12%; BLM inh: -1%; Apoferritin bind: -15%; APEX1 inh: -2%; G9a inh: inconclusive; Pol kappa inh: 0%; POLB inh: 1%

How did COc1ccccc1N(C)S(=O)(=O)c1ccc(Cl)c(C(=O)OCc2c(C)noc2C)c1 do in these assays?
Pol eta inh: -19%; BAZ2B inh: -18%; POLI inh: 8%; BLM inh: 6%; Apoferritin bind: -22%; APEX1 inh: -6%; G9a inh: 3%[59 µM]; Pol kappa inh: 6%; POLB inh: inconclusive

Results for Cn1ccnc1C(=O)C1CCCN(Cc2cn[nH]c2-c2ccc(-c3ccccc3)cc2)C1 (configuration not stated) ?
Pol eta inh: -16%; BAZ2B inh: -37%; POLI inh: 166%[activator]; BLM inh: 2%; Apoferritin bind: -23%; APEX1 inh: -2%; G9a inh: inconclusive; Pol kappa inh: -1%; POLB inh: 12%

Among those listed so far, 2 have a thiophene ring, fused or not:
How did CCc1ccccc1NC(=O)c1sc2nc(C)cc(COC)c2c1N do in these assays?
Pol eta inh: -23%; BAZ2B inh: 53%[activator]; POLI inh: -4%; BLM inh: -4%; Apoferritin bind: -3%; G9a inh: 21%[59 µM]; Pol kappa inh: -2%[60.1 µM]; POLB inh: 3%

Results for CN(Cc1cccs1)C(=O)/C=C/c1ccccc1[N+](=O)[O-] ?
Pol eta inh: -21%; BAZ2B inh: -4%; POLI inh: 73%[activator]; BLM inh: 0%; Apoferritin bind: inconclusive; APEX1 inh: -3%; G9a inh: -8%; Pol kappa inh: 1%; POLB inh: -9%

Of the compounds above, these have an NH in an aromatic ring.
What do the screens show for `COc1cc(=O)[nH]c(SC(C)C(=O)Nc2ccc3ccccc3c2)n1` (configuration not stated)?
Pol eta inh: -18%; BAZ2B inh: -19%; POLI inh: 27%; BLM inh: -5%; Apoferritin bind: 7%; APEX1 inh: 40%[activator]; G9a inh: -6%; Pol kappa inh: -2%; POLB inh: -28%

Results for Cn1ccnc1C(=O)C1CCCN(Cc2cn[nH]c2-c2ccc(-c3ccccc3)cc2)C1 (configuration not stated) ?
Pol eta inh: -16%; BAZ2B inh: -37%; POLI inh: 166%[activator]; BLM inh: 2%; Apoferritin bind: -23%; APEX1 inh: -2%; G9a inh: inconclusive; Pol kappa inh: -1%; POLB inh: 12%

High-throughput results deposited in PubChem BioAssay by National Center for Advancing Translational Sciences (NCATS).

Only part of the results is shown (hit frequency here may not be typical).
